ELG1 DNA repair – blocks ELG1-dependent DNA repair in HEK293T cells; HEK293T ELG1-luciferase reporter, luminescence, 16 h; DNA damage induced by 5-fluorouridine; Potency, µM (titrated, usually from 46.1 µM), inactives show top-dose activity change, negative = inhibition, usual class: inhibitors; hit rate 2.3% among 330,000; AID 504467; note: potency is the fitted concentration of half-maximal effect; % is set by controls: 0 for no effect and ±100 for the full control effect; nearly all actives have a fitted effect of over 55% in size
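Cells (2,000 per well) received 5-fluorouridine plus test compound or DMSO and were incubated 16 hr at 37 °C, 5% CO2. Luciferase activity was read by luminescence 30 min after ONE-Glo addition; signal suppression marked inhibition of damage-induced ELG1 function.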
Eya2 inh – Eya2 (human) phosphatase inhibition | recombinant Eya2, OMFP fluorescence dephosphorylation (OMFP is methylfluorescein phosphate) | Potency, µM (titrated, usually from 76.9 µM), for the others: top-dose activity, negative = inhibition, actives largely listed as inhibitors | hit rate 0.006% among 330,000 | AID 488837; note: potency is the fitted concentration of half-maximal effect; % is set by controls: 0 for no effect and ±100 for the full control effect
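Eya2 (0.2 uM) preincubated 10 min at ambient with compound, then OMFP substrate added at 50 uM; 10 min reaction in 50 mM HEPES pH 7.5, 50 mM NaCl, 5 uM MgCl2, 0.05% BSA, 1 mM DTT. Fluorescence read at Ex 485/Em 525 nm.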
hERG WT inh – inhibitors of human wildtype KCNH2 potassium channel; Q12809; U2OS, BacMam KCNH2, thallium flux FluxOr; stronger effect = lower value; activity change, % at 1.84 µM; hit rate 0.37% among 340,000;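 active = maximum activity change below -70%; inconclusive = maximum activity change between -70% and -50%; inactive = maximum activity change above -50%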; note: % is set by controls: 0 for no effect and ±100 for the full control effect
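U2OS cells were transduced with wild-type KCNH2 virus (2.03 x 10^8 / mL) for 4 h at room temperature, then cultured overnight at 37 C. Thallium flux was read with FluxOr dye. Rate constants were normalized to DMSO controls.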
A-T KAP1 phos – potential ataxia-telangiectasia treatment | […] A-T fibroblasts, KAP-1 phosphorylation AlphaLISA; neocarzinostatin DNA damage 30 min before lysis | Potency, µM (titrated, usually from 57.5 µM), for inactives: top-dose activation, most hits filed as activators | AID 485349 | hit rate 0.19% among 320,000; note: potency is the fitted concentration of half-maximal effect; % of control where 0% means no effect; nearly all actives have a fitted effect of over 45% in size
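ATM-like activity read as KAP-1 phosphorylation via AlphaLISA donor/acceptor antibody pairs after lysis and 6 hr at 25C. Cells were ATM-null patient fibroblasts ([…], hTERT), dosed 60 min, then exposed to the DSB inducer NCS for 30 min.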
TCR activator – activators of T cell receptors; 330,000 tested, under 10 active; primary human leukocytes, anti-CD3, IL-2 HTRF, 48 h; Potency, µM (titrated, usually from 9.22 µM), without a hit: top-dose activation of IL-2 secretion, hits mostly activators; note: % of control where 0% means no effect
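Activity was scored as IL-2 release from primary human leukocytes given only a TCR signal (a-CD3 beads) plus compound for 48 hr. Detection used a two-antibody HTRF format read at 665nm.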
USP2a inh – blocks human ubiquitin-specific protease USP2a | O75604 | USP2 core, Ub-CHOP2 coupled fluorogenic reporter, 485/531 | Potency, µM (top dose mostly 38.3 µM), without a hit: top-dose activity change, negative = inhibition, usual class: inhibitors | hit rate 0.01% among 330,000;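 note: potency is the fitted concentration of half-maximal effect; plate controls were DMSO wells for no effect and full inhibition by NEM control for full effect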
Target sequence (O75604 whole entry, looked up): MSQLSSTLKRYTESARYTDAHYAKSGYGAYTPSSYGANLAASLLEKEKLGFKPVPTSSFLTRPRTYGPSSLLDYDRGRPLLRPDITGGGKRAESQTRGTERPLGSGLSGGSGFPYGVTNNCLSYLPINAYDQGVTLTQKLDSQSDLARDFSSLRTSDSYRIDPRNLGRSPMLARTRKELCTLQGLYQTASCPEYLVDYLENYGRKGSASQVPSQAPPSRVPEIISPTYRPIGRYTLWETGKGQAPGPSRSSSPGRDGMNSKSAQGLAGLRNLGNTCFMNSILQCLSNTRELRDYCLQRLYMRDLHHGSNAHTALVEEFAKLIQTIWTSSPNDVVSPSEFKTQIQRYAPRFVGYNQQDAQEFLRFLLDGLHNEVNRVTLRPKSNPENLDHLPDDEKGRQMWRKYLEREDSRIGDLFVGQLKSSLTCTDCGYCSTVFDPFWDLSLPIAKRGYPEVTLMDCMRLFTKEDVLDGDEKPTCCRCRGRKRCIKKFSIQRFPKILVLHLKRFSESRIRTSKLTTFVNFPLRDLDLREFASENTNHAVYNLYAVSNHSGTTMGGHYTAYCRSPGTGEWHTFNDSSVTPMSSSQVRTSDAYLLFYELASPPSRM
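Cell-free coupled assay: 10nM USP2 core preincubated 30min RT with compound in Tris-HCl pH 8.0/CaCl2/CHAPS buffer, then 25nM Ub-CHOP2 and 25nM reporter substrate; fluorescence (Ex 485/Em 531) read after 60min RT, normalized to NEM inhibition, concentration-response curves fitted.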
KCNH2 3.1 block – inhibitors of human KCNH2 3.1 potassium channel isoform; hit rate 0.95% among 340,000; U2OS KCNH2 3.1, thallium flux FluxOr; stronger effect = lower value; activity change, % (tested at about 1.8 µM);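 active = maximum activity change below -70%; inconclusive = maximum activity change from -70% to -50%; inactive = maximum activity change above -50%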;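 note: thallium influx rate constant from kinetic fluorescence after stimulation buffer; % is set by controls: 0 for no effect and ±100 for the full control effect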
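Normalized rate constant (relative to positive and negative DMSO controls) derived from a 2 min kinetic fluorescence read after stimulation; U2OS cells expressing the 3.1 isoform via virus at 1.77 x 10^8 /mL.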
Mito fusion act – blocks mitochondrial division or promotes mitochondrial fusion; S. cerevisiae fusion-defective mutant growth rescue, CellTiterGlo 48 h; Potency, µM (doses to about 46.1 µM), for inactives: at the top dose growth rescue (activation), hits mostly activators; hit rate 0.23% among 320,000;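 note: potency is the fitted concentration of half-maximal effect; % of control where 0% means no effect; nearly all actives have a fitted effect of over 45% in size; temperature-sensitive fusion mutants such as fzo1-1 at 37 °C on non-fermentable ethanol glycerol medium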
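Growth-rescue viability read-out: after 48 h at the non-permissive 37C in glycerol/ethanol YPEG, yeast mitochondrial fusion mutants are measured by CellTiterGlo luminescence; compounds (23 nl pinned per well) restoring growth score as division inhibitors or fusion activators.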
TRPV1 ag – activates the human vanilloid receptor TRPV1. Q8NER1. TRPV1-expressing cells, Fluo-8 calcium influx, agonist mode. activation, % at 8.33 µM. hit rate 0.19% among 320,000; in the data active = activation above about 80%; inconclusive = between about 30% and that limit; note: 0% is about no effect
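Cells expressing TRPV1 were dye-loaded with Fluo-8 and read kinetically: 10 s baseline, 3 min after compound (agonist portion), then 2 min after EC20 capsaicin (allosteric enhancer portion). Calcium-bound dye fluorescence at 480/520 nm.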
TSHR antagonist – antagonists of human thyroid stimulating hormone receptor; activity change, negative = inhibition, % at 11.5 µM; AID 504810; TSHR-expressing cells, TSH-stimulated cAMP HTRF, 2 h; stronger effect = lower value; hit rate 0.2% among 330,000; P16473;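 active = activity change below a set negative limit, meaning inhibition stronger than a set level, cut at about -70% in these data; inconclusive = activity change between two set negative limits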; note: % is set by controls: 0 for no effect and ±100 for the full control effect
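TSHR-expressing cells, 200/well, pre-treated with compound, then stimulated with EC80 TSH (4nM final) for 2 hours at 37 deg C. cAMP measured by competitive HTRF: anti-cAMP cryptate antibody in lysis buffer plus cAMP-d2, read after 30 minutes at room temperature.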
Active calls of the source: *; ? = inconclusive; . = not tested or not shown; & = joins results of further samples; [ ] = another dose, or the depositor's remark. Unless noted, calls come from the whole dose curve; as a rule, active = well fitted curve in the direction sought with a large enough effect; inconclusive = small, poorly fitted or top-dose-only effect, or another doubt; inactive = no such curve, though single readings can be large; an effect the other way counts as inactive or inconclusive. The list is partial; the hit share may differ from the screen's.

SMILES	ELG1 DNA repair	Eya2 inh	hERG WT inh	A-T KAP1 phos	TCR activator	USP2a inh	KCNH2 3.1 block	Mito fusion act	TRPV1 ag	TSHR antagonist
Cc1cc(NC(=O)COC(=O)c2cc(S(=O)(=O)N(C)c3ccccc3)ccc2Cl)no1	?	-6.0%	-1.0	-10.1%	-4.7%	2.8%	5.1	0.1%	2.0	-1.0
CN(C)S(=O)(=O)c1ccc(C(=O)Nc2ccccn2)cc1	?	19.3%	1.4	2.3%	4.7%	-0.3%	6.6	3.4%	1.6	11.4
O=S(=O)(/N=C(/NC(=S)Nc1ccccc1)c1ccccc1)c1ccc(Cl)cc1	?	-4.3%	15.1	-0.1%	-4.7%	-0.6%	-0.6	11.3%	6.6	-2.8
COc1ccc(CC(=O)N(C)Cc2cccc(OC)c2OC)cc1S(=O)(=O)N1CCOCC1	5.4%	18.6%	10.4	-5.5%	-1.1%	1.4%	0.5	-8.2%	-2.4	6.7
CC(=O)CSc1nc2c(c(=O)[nH]c(=O)n2C)n1Cc1cccc(Br)c1	?	8.8%	-3.9	-2.2%	-5.2%	0.5%	1.0	4.6%	5.4	2.7
Cc1ccc(S(=O)(=O)N2CCN(CC3CC4C=CC3C4)CC2)cc1 (stereo not drawn)	-13.6%	-1.5%	-1.4	5.4%	2.5%	-2.0%	5.0	-1.4%	13.0	-1.2
O=[N+]([O-])c1ccc([N+](=O)[O-])c(Nc2ccc(N3CCOCC3)cc2)c1	4.4%	-0.1%	9.2	-2.8%	-3.6%	10.6%	-6.4	0.0%	-0.1	20.9
C[C@H](CO)N1C[C@H](C)[C@@H](CN(C)C(=O)Nc2ccccc2)Oc2c(NS(=O)(=O)c3cn(C)cn3)cccc2C1=O	11.9%	0.8%	10.2	-11.9%	-2.0%	-1.6%	5.3	.	.	11.0
CCOC(=O)c1[nH]cc(-c2ccccc2)c1N1CCOCC1	?	18.1%	5.1	4.2%	-3.1%	-1.0%	-21.0	-1.0%	6.8	-1.6
CCn1cc(S(=O)(=O)c2ccc(C)cc2)c(=O)c2cc(F)c(N3CCN(C)CC3)cc21	1.1%	-0.4%	-1.2	9.2%	-6.5%	1.0%	-16.7	-2.4%	-2.2	-10.3
Cc1nnc(NC(=O)c2cccc(S(=O)(=O)N3CCc4ccccc43)c2)s1	1.5%	-0.3%	0.8	4.4%	5.0%	-0.5%	4.3	1.3%	0.9	-11.3
COc1ccc(S(=O)(=O)N2CC(=O)Nc3ccccc32)cc1	-3.6%	-18.6%	7.0	-2.2%	3.4%	0.2%	-4.2	-2.7%	0.4	-14.5
Cc1ccc(C(C(=O)NC2CCCCC2)N2CCN(C(=O)c3ccco3)CC2)cc1 (stereo not drawn)	-3.1%	-9.6%	-20.8	-3.8%	4.1%	0.8%	-5.5	-0.2%	6.8	9.3
CC(=O)c1cccc(NC(=O)COc2cc(C)on2)c1	19.7%	20.4%	-16.7	-12.0%	-1.5%	1.5%	-0.1	-1.1%	1.9	11.9
Nc1nc(Br)c2ccccc2c1-c1ccc(F)cc1	1.9%	-13.5%	-7.6	2.3%	6.3%	0.0%	-21.8	2.4%	.	-11.9
O=C(Nc1ccncc1)c1cccc(S(=O)(=O)N2CCc3ccccc32)c1	?	15.9%	-5.1	1.7%	-0.1%	4.1%	-25.5	19.6%	?	-48.0
Cc1cc(C)c2nc(NC(=O)c3ccc4c(=O)n5c(nc4c3)CCCCC5)sc2c1	10.3µM*	7.9%	3.7	2.1%	1.2%[46.1 µM]	6.2%	-39.1	-2.3%	1.4	-7.9
COc1ccccc1NC(=O)Cc1nnc(SCC(=O)NC2CCCCC2C)n1C (stereo not drawn)	-0.8%	?	21.3	-0.5%	4.7%	0.9%	9.0	27.7%	-0.6	-2.4
C/C(=N\NC(=O)c1ccncc1)c1ccc(N(C)C)cc1	26.4%	4.4%	-4.1	-6.3%	-3.3%	3.3%	-1.3	-1.4%	-3.6	5.8
CN1/C(=C\C(=O)C[n+]2ccc3ccccc3c2)C(C)(C)c2ccccc21	1.16µM*	4.0%	7.4	2.1%	-6.9%	2.6%	-11.3	5.1%	-0.5	-1.8
Cc1cc(Cl)c(OCCCN2CCCCC2)c(Br)c1	-24.2%	-0.8%	16.0	1.0%	0.7%[46.1 µM]	1.0%	-12.0	-1.4%	-2.3	18.4
O=C(c1ccc(F)cc1)N1CCC(C(=O)N(Cc2ccccc2)c2ccccc2)CC1	-16.1%	-5.1%	-3.4	16.6%	3.5%	-1.3%	-7.0	0.6%	7.0	-6.1
O=[N+]([O-])c1ccccc1-c1ccc(C(=S)N2CCN(c3ccccc3)CC2)o1	0.0%	-7.5%	-16.1	-10.8%	-1.4%	0.2%	12.1	5.2%	4.0	-6.5
c1ccc(-c2n[nH]c(-c3ccccn3)n2)nc1	?	-4.4%&-5.3%	-6.6&0.4	-6.6%&-5.2%	3.7%&-3.5%	2.2%&-5.0%	-7.4&-9.4	-5.8%&-1.8%	3.0&-0.2	3.3&2.5
COC(=O)c1cccc(S(=O)(=O)N2CCN(c3nc4ccccc4s3)CC2)c1	8.5%	-17.5%	7.5	0.2%	-3.2%	1.3%	-15.3	-0.3%	-0.1	2.9

Further compounds:
SMILES	ELG1 DNA repair	Eya2 inh	hERG WT inh	A-T KAP1 phos	TCR activator	USP2a inh	KCNH2 3.1 block	Mito fusion act	TRPV1 ag	TSHR antagonist
CCOC(=O)N1CCN(C(=O)CCN2C(=O)c3ccccc3S2(=O)=O)CC1	-4.9%	0.4%	-5.9	10.8%	-12.5%	3.6%	-14.9	2.2%	-3.2	2.1
O=C(Cc1csc(-c2ccc(Cl)cc2)n1)Nc1cccc(S(=O)(=O)NC2=NCCC2)c1	?	-12.0%	3.4	-5.5%	4.0%	4.2%	-4.2	-2.9%	1.1	-14.4
CCOC(=O)C1=C(NC(=S)NC(=O)c2ccccc2)c2ccccc2CC1(C)C	-23.8%	-1.1%	-4.5	4.2%	-5.9%	-0.9%	4.9	-1.7%	23.7	-19.7
COCCCNC(=O)Cn1nc(-c2cccc(OC)c2)ccc1=O	14.1%	3.1%	-0.9	3.0%	-3.1%	0.4%	2.1	-1.2%	-1.8	-1.5
O=C(c1ccccc1)N1CCN(Cc2ccc3c(c2)OCO3)CC1	-16.8%	-1.3%	1.3	3.5%	11.1%	3.0%	-19.8	1.8%	2.0	-3.9
O=C1CN(S(=O)(=O)c2cccc(Br)c2)CCN1	12.3%	0.8%	-4.5	44.6%	5.5%	0.8%	4.9	.	.	48.5
COc1ccc(CCNC(=O)COC(=O)CNS(=O)(=O)c2ccc(SC)c([N+](=O)[O-])c2)cc1	15.0%	-27.4%	2.4	-4.2%	-0.2%	?	8.4	7.0%	4.9	-2.6
CCOc1ccccc1C(=O)Nc1nn[nH]n1	-8.5%	?	-2.9	5.0%	-3.5%	1.2%	13.6	-1.1%	0.8	-6.8
COc1ccc(CNC(=O)CN(C)S(=O)(=O)c2ccc3c(c2)OCCO3)cc1OC	-4.8%	20.3%	19.4	10.2%	11.4%	-1.0%	-2.0	0.9%	11.2	-16.1
COc1ccc2c3c([nH]c2c1)C1CC2C(CC(O)C(OC)C2CO)CN1CC3 (stereo not drawn)	0.4%	-0.8%	-12.0	5.7%	4.8%	3.5%	-11.9	1.3%	-0.8	-3.7
O=C(NC1CCCCC1)C1CCC(=O)N(C2CC2)C1 (stereo not drawn)	-12.7%	-0.2%	-1.3	10.2%	-4.8%	-0.6%	14.2	1.1%	-3.5	4.1
CCCc1cc(=O)[nH]c(SCC(=O)NC(=O)NC2CCCC2)n1	0.3%	-2.1%	-3.0	3.2%	4.8%	3.7%	5.3	0.7%	-0.1	-16.2
COc1ccc(S(=O)(=O)N2CCSC2C)cc1C (stereo not drawn)	-14.1%	8.6%	0.0	0.0%	.	2.2%	20.6	-1.8%	3.2	29.5
Cc1ccc([N+](=O)[O-])cc1-c1ccc(/C=C(\C#N)c2[nH]nc(N)c2C#N)o1	?	-1.5%	7.8	-1.9%	-9.5%[46.1 µM]	-1.7%	2.0	-1.7%	-0.3	-10.0
COc1ccc(/C=N/NC(=O)c2cc(C(C)(C)C)[nH]n2)cc1COc1ccc(F)cc1F	16.4µM*	-22.0%	-7.7	0.7%	-3.4%	-8.8%	?	-3.0%	-0.5	-3.3
COc1cccc(CN2CCNC(=O)C2CC(=O)NCCCN2CCCC2=O)c1 (stereo not drawn)	?	13.4%	-8.9	6.7%	4.2%	3.3%	-5.9	-30.5%	-1.2	49.1
O=C(NC1CCCC1)c1cccc2c1C(=O)c1ccc(/C=C/c3ccccc3)cc1S2(=O)=O	?	3.6%	-5.9	-3.0%	-5.0%	0.3%	2.8	10.9%	2.1	-1.3
